# From PubChem BioAssay
# RAD52 anneal inh: RAD52 (human) annealing inhibition; recombinant RAD52 DNA annealing, FRET fluorescence; hit rate 0.46% among 360,000; P43351; inhibition, % at 18.7 µM;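 active = every replicate showing at least 50% inhibition; inconclusive = mean inhibition at least 50% but not in every replicate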
# Target sequence (P43351 whole entry, looked up): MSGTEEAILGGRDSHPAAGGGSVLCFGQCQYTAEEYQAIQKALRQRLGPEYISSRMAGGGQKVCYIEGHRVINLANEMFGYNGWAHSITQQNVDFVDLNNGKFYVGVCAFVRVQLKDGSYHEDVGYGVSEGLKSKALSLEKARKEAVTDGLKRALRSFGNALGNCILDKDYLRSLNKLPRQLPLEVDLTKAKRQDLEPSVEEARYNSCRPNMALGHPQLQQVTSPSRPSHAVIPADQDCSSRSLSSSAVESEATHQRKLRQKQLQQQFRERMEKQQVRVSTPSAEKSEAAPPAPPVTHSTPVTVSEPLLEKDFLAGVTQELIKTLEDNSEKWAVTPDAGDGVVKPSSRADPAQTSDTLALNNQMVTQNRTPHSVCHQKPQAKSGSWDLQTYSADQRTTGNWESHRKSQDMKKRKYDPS
# ERAP1 inh: ERAP1 (human) enzyme inhibition; Q9NZ08; recombinant ERAP1, Leu-AMC fluorescence, 60 min; inhibition, % at 10.7 µM; hit rate 0.15% among 340,000;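 active = mean replicate inhibition of at least 30%, or all replicates individually reaching that 30% level; inactive = mean below 30% and not every replicate reaching it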;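 note: 0% = neutral control wells and 100% = L-leucinethiol positive control wells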
# miR-122 sensor: inhibitors of miR-122 in Huh7 cells; activation (reporter increase), % at 12.5 µM; Huh7 miR-122 Renilla luciferase sensor, 48 h; neutral wells = 0, positive control = 100; hit rate 0.3% among 340,000;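 active = mean replicate activation score at least 90 and every replicate individually at or above 90; inconclusive = only one of the two criteria met; inactive = neither criterion met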;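 note: higher luciferase means less miR-122 activity so hits act as miR-122 inhibitors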
# PGC1a acetyl inh: modulators of PGC1a acetylation; hit rate 0.17% among 350,000; inhibition, % at 15.6 µM; U2OS PGC1a acetylation, AlphaScreen anti-acetyl-lysine; with virally co-expressed GCN5 acetyltransferase;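 active = every replicate shows inhibition of at least 40%; inconclusive = mean inhibition at least 40% but some replicate below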;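 note: 0% = neutral control wells and 100% = positive control wells; some results beyond the cut were filed as inactive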
# RAD54 branch: inhibitors of human RAD54 branch migration; AID 602329; inhibition, % at 10.4 µM; Q92698; RAD54 Holliday junction branch migration, FAM/BHQ fluorescence; hit rate 0.14% among 360,000;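 active = mean normalized replicate activity at least 40 and at least half of replicates scoring 40 or more; inconclusive = only one of the two criteria met; inactive = mean below 40 and under half of replicates reaching 40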;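 note: 0% = median of neutral control wells and 100% = median of positive control wells; inhibitors cause a drop in the FAM fluorescence signal; in these data hits start at about 50%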
# Cneo AK release: Cryptococcus neoformans lysis via adenylate kinase release. hit rate 0.2% among 360,000. lysis activity, % at 15 µM. C. neoformans lysis, adenylate kinase release luminescence, 4 h; normalised: neutral wells 0, clomiphene wells 100;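 active = mean lysis activity across replicates of at least 80%, whatever share of replicates individually reach that level; inactive = mean lysis activity below 80%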
#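 Test system: log-phase Cryptococcus neoformans yeast cells; Quantity: yeast cell density of 5 × 10^6 cells/mL; Buffer or medium: YPD; Doses: single compound concentration per well; Timing: 4 h at 37 °C static, read 1 h later; Measured by: AK luminescence; Read-out basis: lysis from increased AK signal; Control set: Clomiphene as positive control.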
# E-selectin induc: E-selectin induction on HUVECs; P16581; HUVEC E-selectin immunofluorescence imaging; normalized: neutral wells 0, TNF-alpha wells 100; activation, % at 7.58 µM; hit rate 0.37% among 260,000; AID 686992;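 active = mean E-selectin-positive cell signal at least 10% of the positive control, reached in at least 60% of replicates, without over 20% cell loss; inconclusive = no rule given, readout overlaps actives, possibly toxicity-flagged; inactive = the rest, including those meeting only one limit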;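 note: in these data hits start at about 27%; measured in HUVEC primary endothelial cells; signal is the percent of cells scored E-selectin positive by PE staining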
# Target sequence (P16581 whole entry, looked up): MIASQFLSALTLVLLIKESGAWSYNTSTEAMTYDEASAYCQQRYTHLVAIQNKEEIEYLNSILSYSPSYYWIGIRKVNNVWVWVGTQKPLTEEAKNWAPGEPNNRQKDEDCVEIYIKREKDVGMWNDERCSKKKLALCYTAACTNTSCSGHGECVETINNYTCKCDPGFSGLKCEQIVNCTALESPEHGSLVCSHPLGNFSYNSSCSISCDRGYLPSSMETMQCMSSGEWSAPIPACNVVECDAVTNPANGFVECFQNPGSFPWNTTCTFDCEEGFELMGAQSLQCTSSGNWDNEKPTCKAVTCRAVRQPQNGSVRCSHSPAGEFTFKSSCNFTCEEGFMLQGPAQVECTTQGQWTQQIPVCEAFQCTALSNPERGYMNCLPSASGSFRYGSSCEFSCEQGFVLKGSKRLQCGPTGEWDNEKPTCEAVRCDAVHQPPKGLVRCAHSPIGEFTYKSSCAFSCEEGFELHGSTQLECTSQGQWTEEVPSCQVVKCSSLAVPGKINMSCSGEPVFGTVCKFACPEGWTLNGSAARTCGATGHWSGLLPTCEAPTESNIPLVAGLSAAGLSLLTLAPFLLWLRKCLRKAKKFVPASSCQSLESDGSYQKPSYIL
#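 Test system: HUVEC | Signal: Immunofluorescence imaging | Read-out: Percent E-selectin-positive cells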
# PglD DTNB: PglD (C. jejuni) enzyme inhibition. hit rate 0.098% among 360,000. AID 602405. purified PglD enzyme, DTNB colorimetric CoA detection. inhibition, % at 12.5 µM; in the data active = inhibition above about 16%, passing the limit was not always enough; inconclusive = no clear call, values can overlap the other calls; note: strong numbers were not always called active
# Active calls of the source: *; ? = inconclusive; nt = no result given; & = joins results of further samples; [ ] = remark or other dose.
SMILES,RAD52 anneal inh,ERAP1 inh,miR-122 sensor,PGC1a acetyl inh,RAD54 branch,Cneo AK release,E-selectin induc,PglD DTNB
COCC(=O)N(C)C[C@@H]1Oc2cc(-c3ccccc3F)ccc2S(=O)(=O)N([C@@H](C)CO)C[C@H]1C,16,1,-21[16.7 µM],2,1,-1,-0.1,15
CC(C)(C)c1ccc(C(=O)Nc2ccc(CC(=O)O)cc2)o1,nt,nt,nt,1,2,-2,nt,-1
O=C(Cn1c(-c2ccccn2)nc2ccccc21)NCCN1CCOCC1,nt,nt,-1,10,-11,3,nt,8
COc1ccccc1CN1CC(C(=O)NCc2cc(C(C)C)no2)CCC1=O (configuration not stated),-9,2,-3,1,1,7,-0.1,3
CN(C)S(=O)(=O)c1cccc(NC(=O)C2CCN(S(=O)(=O)c3cccs3)CC2)c1,-2,2,-4,-8,-2,-2,-0.1,5
CNC[C@H]1Oc2ccc(NC(=O)CCN3CCOCC3)cc2CC(=O)N([C@H](C)CO)C[C@@H]1C,-3,10,-3[16.7 µM],5,13,45,0.0,-1
Cc1cccc(NC(=O)Nc2cnccn2)c1C,-1,0,nt,nt,-3,-2,nt,nt
O=C(CNS(=O)(=O)c1ccc(Cl)c(C(F)(F)F)c1)NC1CCCCCC1,-7,1,nt,-8,1,-2,-1.4,4
O=C(OCC(=O)N1CCCC1)c1cccc(Br)c1,-1,-1,-2,-7,-7,1,-0.1,3
O=C1CN(S(=O)(=O)Cc2ccccc2)C[C@@H]2[C@@H](c3ccc(C#Cc4cccc(F)c4)cc3)[C@@H](CO)N12,-14,0,nt,-60,nt,nt,-0.3,nt
CN(Cc1cccc(C(F)(F)F)c1)C(=O)[C@H]1O[C@@H](n2ccc(N)nc2=O)[C@H](O)[C@@H]1O,1,nt,-6,0,1,0,0.0,4
COC(=O)C[C@H]1CC[C@@H]2[C@@H](COc3ccc(NC(=O)c4cccc(F)c4)cc3C(=O)N2C)O1,1,0,3[16.7 µM],-3,-15,2,0.2,-1
COc1ccc(NS(=O)(=O)c2cc(NC(=O)c3ccccc3)ccc2N2CCOCC2)cc1,-14,0,6,-3,0,0,0.2,3
COc1ccc(CN2CCN(C3CCC3)CC2CCO)cc1C (configuration not stated),-9,0,10,-17,-5,-2,nt,10
C[C@@H]1CN([C@H](C)CO)C(=O)Cc2cc(NC(=O)CCC(F)(F)F)ccc2O[C@@H]1CN(C)CC1CC1,1,-5,3[16.7 µM],0,7,-3,0.0,0
CCC(NS(=O)(=O)c1ccc(OC)cc1)C(=O)O (configuration not stated),nt,nt,3,3,3,-1,nt,5
COc1ccc(-c2ccc([C@@H]3[C@H](CO)N4CCCCN(C(=O)NC(C)C)C[C@@H]34)cc2)cc1,0,3,0[16.7 µM],4,7,-2,-0.2,-2
CCOc1ccc(-c2c(C(=O)N/N=C(\C)c3ccncc3)nnn2-c2nonc2N)cc1,-9,2,-8,3,3,2,nt,-4
NC1=NC(c2ccc(Cl)cc2)n2c(nc3ccccc32)N1 (configuration not stated),nt,nt,2,-5,-5,1,nt,-2
COCC(=O)N1[C@H](CNC(=O)c2ccccn2)[C@@H](c2ccccc2)[C@@H]1CO,nt,nt,0[16.7 µM],14,-6,-2,0.1,1
Cc1ccc(OCc2cc(C(=O)N3CCC(C(O)C(C)C)CC3)no2)cc1C (configuration not stated),3,-1,-4,1,-9,2,0.4,-12
NC(=O)[C@]1(Cc2ccccc2)N=C(c2ccc(OCCCO)cc2)O[C@@H]1c1ccccc1,18,0,nt,-28,1,1,nt,0
CCCNC(=O)C[C@@H]1CC[C@H]2[C@@H](COC[C@@H](O)CN2Cc2ccc(Cl)c(Cl)c2)O1,9,3,-5[16.7 µM],4,-13,0,0.1,-4
O=C(NCc1ccco1)/C(=C\c1ccccc1)NC(=O)c1ccccc1,-15,-3,3,-10,nt,nt,-0.2,nt
CCOc1ccc2nc(SCC(=O)N(C)C3CCS(=O)(=O)C3)[nH]c2c1 (configuration not stated),nt,nt,-3,10,5,-2,nt,-10

# Other records
SMILES,RAD52 anneal inh,ERAP1 inh,miR-122 sensor,PGC1a acetyl inh,RAD54 branch,Cneo AK release,E-selectin induc,PglD DTNB
C[C@@H](NC(=O)C[C@H]1CC[C@@H]2[C@H](COC[C@H](O)CN2C(=O)Nc2ccccc2)O1)c1ccccc1,7,-1,1[16.7 µM],-2,0,0,0.4,2
CSC1SCC2C(=O)N(C)C(C(C)C)C(=O)OCC(NC(=O)c3cnc4ccccc4n3)C(=O)NC(C)C(=O)N(C)C1C(=O)N(C)C(C(C)C)C(=O)OCC(NC(=O)c1cnc3ccccc3n1)C(=O)NC(C)C(=O)N2C (configuration not stated),72*,-1,7,?,nt,nt,-1.3,nt
Cc1ccc(S(=O)(=O)N(C)C[C@H]2OCCCC[C@H](C)Oc3ccc(NC(=O)c4ccccc4)cc3C(=O)N([C@H](C)CO)C[C@H]2C)cc1,-65,4,-6[16.7 µM],6,-3,3,nt,-1
CC1(C)CC(=O)C=C(c2ccc(Oc3ccccc3)cc2)C1,-11,nt,-3,17,2,-2,0.9,4
O=C(C[C@H]1C[C@H](C(=O)N2CCCCC2)[C@@]2(CCc3ccccc3)c3[nH]c4ccc(Cl)cc4c3CCN2C1=O)NCCCn1ccnc1,5,-1,20,2,-3,1,0.3,-2
CC(=O)N(C)C[C@H]1Oc2cc(-c3cncnc3)ccc2S(=O)(=O)N([C@H](C)CO)C[C@@H]1C,13,1,-1[16.7 µM],18,9,1,-0.6,-5
O=c1[nH]cnc(O)c1C(c1cccc([N+](=O)[O-])c1)c1c(O)nc[nH]c1=O,5,0,0,-5,-3,0,-0.1,2
COC(=O)c1ccc(Oc2cc(C)nc(SC)n2)cc1,nt,nt,53,nt,-16,-2,nt,0
CCOC(=O)N1CCN(C(=O)/C(=C/c2cccc3ccccc23)NC(=O)c2ccc(OC)cc2)CC1,-1,4,0,3,7,-3,nt,0
C[C@@H]1CN([C@@H](C)CO)S(=O)(=O)c2ccc(Br)cc2O[C@@H]1CN(C)S(=O)(=O)c1ccc(F)cc1,-9&9,-3&0,8[16.7 µM],-12,-2,-3,-1.7,1
C/C=C/c1ccc2c(c1)O[C@H](CN(C)C(=O)CC)[C@@H](C)CN([C@H](C)CO)S2(=O)=O,-14,-1,-2[16.7 µM],5,-1,-1,74*,2
CC(C)(C)NC(=O)C(c1ccncc1)N(C(=O)Cn1nnc(-c2ccc(F)cc2)n1)c1ccc(F)cc1 (configuration not stated),-14,-2,-4,5,nt,nt,0.6,nt
COc1ccc(CCC(=O)NNC(=S)NCc2ccc(F)cc2)cc1,-6,4,nt,0,nt,nt,0.4,nt
COc1ccc(NC2=Nc3ccccc3N[C@@]23C[C@H]2CCCC(=O)N4CC[C@@H](C3)[C@@H]24)cc1,-11,1,0,13,10,0,-0.2,-9
Cc1ccc(N2CC(C(=O)OCC(=O)Nc3c(C)cccc3C)CC2=O)cc1 (configuration not stated),-1,1,0,-5,1,-2,-0.3,-3
COc1ccc(C(C)=O)cc1CSc1nnc(-c2ccncc2)o1,-15,3,-1,-4,15,-4,nt,2
O=C(CCc1nnc(CCCCc2ccccc2)o1)N1CCCC(O)C1 (configuration not stated),-15,-2,-3,6,8,4,0.7,3
COc1ccc(S(=O)(=O)N(C)C[C@H]2Oc3ccc(NC(=O)c4ccncc4)cc3CC(=O)N([C@@H](C)CO)C[C@@H]2C)cc1,13,0,6[16.7 µM],3,-1,1,-4.2,-2
COC(=O)C1ON2OC(C(=O)OC)C(C(=O)OC)C2C1CC(C)=O (configuration not stated),nt,nt,4,-1,-12,-1,nt,-1
CCCNc1c(N)c(=O)c1=O,3,6,-6,-10,7,-2,1.0,-1
COc1cccc(-c2cnc(C(O)c3cc(Cl)cc(Cl)c3)[nH]2)c1 (configuration not stated),-52,-2,14,2,-1,-1,-0.1,-3
O=C(CCS(=O)(=O)c1ccc(Br)cc1)NCCc1ccc(Cl)cc1,-15,0,5,5,6,0,nt,5
Cc1c(NC(=O)C23CC4CC(CC(C4)C2)C3)c(=O)n(-c2ccccc2)n1C,-12,-6,nt,nt,-9,1,-0.2,-5
CSCCC(NC(=O)c1c(C)oc2c1CCCC2)C(=O)O (configuration not stated),nt,nt,6,-10,-6,3,nt,5
O=C(CCNC(=O)c1ccc([N+](=O)[O-])cc1)Nc1cccc(S(=O)(=O)N2CCOCC2)c1,-17,-3,-6,6,-3,6,0.2,1

# Later entries:
SMILES,RAD52 anneal inh,ERAP1 inh,miR-122 sensor,PGC1a acetyl inh,RAD54 branch,Cneo AK release,E-selectin induc,PglD DTNB
Cc1ccc(Cc2c(-c3ccco3)nc3ccc(Cl)cn23)cc1,nt,nt,1,8,0,0,nt,0
COCC(=O)NC[C@@H]1[C@H](c2ccc(C3=CCCC3)cc2)[C@@H](CO)N1C(C)=O,0,-1,-6[16.7 µM],11,-2,0,0.0,2
CCOc1cccc(C(=O)NC(=S)Nc2ccc(N3CCN(CC)CC3)cc2)c1,40,-1,-5,-10,1,-4,nt,12
COc1ccc(Nc2ccc(C(N)=O)cc2[N+](=O)[O-])cc1,-28,-3,-1,1,nt,nt,13,nt
O=C(NCC(F)(F)F)Nc1ccccn1,nt,nt,-13,nt,-4,-5,nt,-1
Cn1c(SCc2ccccc2)nnc1-c1ccc(O)cc1,-11,-2,7,nt,10,-2,0.1,-6
O=C(COC(=O)c1cccnc1Cl)c1ccc(Cl)s1,-10,-2,-7,1,2,-2,-0.3,1
C#CCOCCOCCOCCNc1nc(N2CCN(C(=O)[C@H](CCCCN)n3cc([C@@H](N)CO)nn3)CC2)nc(N2CCN(C(=O)[C@H](Cc3ccc(O)cc3)n3cc([C@@H](N)CC(C)C)nn3)CC2)n1,18,nt,-5,3,-13,-1,0.9,3
CC(C)NC(=O)N1CC2(C1)[C@H](c1ccccc1)[C@@H](CO)N2C(=O)C1CCCC1,3,2,nt,0,nt,nt,0.1,nt
CC(C)(O)C#Cc1ccc([C@@H]2[C@H]3CN(C(=O)c4ccc(F)cc4)CCCCN3[C@H]2CO)cc1,9,3,40[16.7 µM],7,1,1,0.0,-6
C[C@@H]1CCCCO[C@H](CN(C)S(=O)(=O)c2cn(C)cn2)[C@@H](C)CN([C@H](C)CO)C(=O)c2cc(NS(=O)(=O)c3cn(C)cn3)ccc2O1,12,2,1[16.7 µM],14,1,62,-0.2,10
N#CCCCSc1nnc(-c2ccc(Cl)cc2)n1-c1ccccc1,-6,-8,nt,3,-8,0,nt,-3
CCC1CCCCN1C(=O)COc1ccc2c(c1)OCO2 (configuration not stated),-13,-1,nt,nt,-4,4,-0.3,7
Cc1ccc(/C=C/C(=O)O)cc1S(=O)(=O)NCCCC(=O)O,nt,nt,0,5,6,0,nt,3
COc1cc(/C=N/NC(=O)CN(Cc2ccco2)S(=O)(=O)c2ccccc2)ccc1O,nt,nt,-3,-16,-9,13,nt,2
Cc1cccc(C(=O)Nc2nnc(-c3ccncc3)o2)c1,-34,3,nt,8,nt,nt,0.5,nt
CCOC(=O)N1CCC(NCCNC(=O)c2ccc(F)c(F)c2)CC1,3,-1,nt,nt,-9,-1,0.2,0
Cc1cccc(NC(=O)CSc2nnc(NC(=O)c3ccco3)s2)c1,-7,-2,nt,2,nt,nt,6.1,nt
